# XIAP displacement = XIAP antagonists, biochemical, IAP family, fluorescence polarization (AID 1018) | E3 ubiquitin-protein ligase XIAP (Homo sapiens) | XIAP BIR domain, fluorescence polarization peptide displacement; higher % means a stronger effect | one-dose displacement, % at 20 µM; IC50 in µM for titrated hits | hit rate 0.007% among 200,000; in the data active = displacement above about 50%; also: a part of the inactive calls stands beside numbers as strong as those of hits
# WT yeast gro inh = growth inhibition of WT strain, primary screen, mitochondrial fusion inhibitor project, WT and mutant strains, chemical genetic. mitochondrial fusion phenotypic screen. hit rate 2.1% among 190,000. AID 1362, 2008. inhibition, % at 10 µM; in the data active = inhibition above about 58%; tested in S. cerevisiae
# Lipid droplet = inhibitors of hepatocyte lipid droplet formation, primary screen, imaging, high-throughput imaging, BODIPY stain | AML12 mouse hepatocytes, oleate lipid droplets | inhibition, % at 6.5 µM | hit rate 0.4% among 240,000;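 active = lipid droplet intensity inhibited by at least 50%, with more than 500 cells counted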
#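 System: AML12 hepatocytes (mouse). Probe or stimulus: oleic acid at 100 µM to induce lipid droplet formation. Times: overnight treatment with compound plus oleate. Detection: Image-based BODIPY and DAPI two-channel analysis. Evaluation: percent inhibition of filter-corrected integrated lipid droplet intensity per well.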
# Dynein cargo inh = inhibitors of GR-EGFP nuclear translocation, primary screen, dynein cargo transport inhibitor project, imaging, high-content, 3617.4 mouse cells; hit rate 0.47% among 220,000; AID 1381, 2008; z-score, hits read low; test concentration mostly 20 µM; stimulated with dexamethasone, 1 µM; stronger effect = lower value;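 active = plate z-score of nuclear minus cytoplasmic receptor signal below a set negative limit, without overly bright fluorescence or cell loss, cut at about -3.5 in these data, passing the limit was not always enough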;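 also: z-score of nuclear minus cytoplasmic ring GR-EGFP intensity difference per well; some compounds called inactive have numbers as strong as hits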
#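 Buffer or medium: tet-free medium with charcoal-stripped serum / Also added: dexamethasone agonist, 1.0 µM final, for 30 min / Timing: induction 48 h, compound 1 h, agonist 30 min / Measured by: high-content fluorescence imaging after fixation / Read-out: nuclear-to-cytoplasmic GR-EGFP distribution per well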
# b-catenin transl = modulators of beta-catenin nuclear translocation, primary screen, imaging, HeLa cells, immunofluorescence, high-content. hit rate 0.3% among 190,000. nuclear translocation activity, % at 5 µM;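 active = nuclear translocation activity above 50% at 5 µM, with a well cell count of 50 or more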;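 also: per-cell ratio of nuclear to cytoplasmic median beta-catenin stain intensity; plate controls were DMSO negative control for no effect and GSK-3 inhibitor IX positive control for full effect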
#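 Test system: human HeLa cells, endogenous beta-catenin. Times: 24 h compound exposure, 37°C. Measured by: beta-catenin immunofluorescence imaging with DAPI.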
# MT stabilize HCS = microtubule stabilizers in HeLa cells, primary screen, imaging, high-content imaging. % tubulin-high responders, % at 10 µM. hit rate 0.83% among 200,000. HeLa tubulin immunostaining HCS, 24 h; share of cells brighter than vehicle mean+2SD;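 active = plate Z-score above 3 for both tubulin-high and condensed-nucleus cell shares, with cell loss under 80%, at 10 µM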;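 also: anti alpha tubulin signal scored within the nucleus-defined area of each cell; some results filed as inactive read as strong as hits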
# ER stress rescue = rescue of cells from ER stress-induced death, primary screen, 384-well, CSM14.1, thapsigargin, ATP luminescence (AID 1222); CSM14.1 thapsigargin-induced death rescue, ATP luminescence; higher % means a stronger effect; one-dose cellular ATP content (survival), % at 20 µM; EC50 in µM for titrated hits; 190,000 tested, under 10 active;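 active = EC50 below 50 µM in the dose-response confirmation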;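 also: death triggered by thapsigargin at about 15 µM added after 2 h compound pretreatment; cell ATP read after overnight thapsigargin exposure of roughly 18 to 22 hours; normalized against plate controls of thapsigargin alone and 5% DMSO vehicle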
# Insulin prom up = insulin promoter activators in MIN6 cells, imaging, high-content screening, mouse beta cells; MIN6 insulin promoter-GFP reporter; stronger effect = higher value; z-score at 5 µM; hit rate 0.3% among 190,000; AID 1625, 2009;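 active = z-score above 3 at 5 µM with at least 500 cells counted in the well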
# Autophagy mod = autophagy modulators in MEF cells, primary screen, imaging, high-content, MEF GFP-LC3; MEF GFP-LC3 puncta imaging; test concentration mostly 10 µM; calls only at 10 µM (by protocol); hit rate 0.98% among 190,000; AID 463193, 2010;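 active = percentage of spot-positive cells more than 3 SD above its plate mean, without a fluorescence outlier flag or 80% toxicity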;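 also: spot-positive cell cutoff set from DMSO-treated cells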
# WT yeast gro inh mutant strain = also measured in WT yeast gro inh; calls as there; inhibition, %; mitochondrial fusion phenotypic screen, mutant strain inhibition
# Dynein cargo inh cytoplasmic EGFP = recorded beside Dynein cargo inh, whose call it bears; z-score; measured here: cytoplasmic GR-EGFP intensity; stronger effect = higher value
# Dynein cargo inh nuclear GR-EGFP = further read-out of Dynein cargo inh, marked with its call; z-score; measured here: nuclear GR-EGFP intensity;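 lower value marks the stronger effect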
# Dynein cargo inh cell count = recorded beside Dynein cargo inh, whose call it bears; z-score; measured here: cell count per field
# Insulin prom up cell count = recorded beside Insulin prom up, whose call it bears; cell count; measured here: cytotoxicity, nuclei count;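 total cells summed across four imaged fields per well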
# Lipid droplet cells 6.5 µM = recorded beside Lipid droplet, whose call it bears; cell count; measured here: cell count, cytotoxicity flag;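 cells counted across two imaged fields per well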
# b-catenin transl cell count 5 µM = further read-out of b-catenin transl, marked with its call; cell count; measured here: cell count, cytotoxicity flag
# MT stabilize HCS Hoechst-high % = also measured in MT stabilize HCS; calls as there; % Hoechst-high responders; measured here: nuclear condensation Hoechst responders;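 share of cells brighter than vehicle mean plus two SD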
# MT stabilize HCS cytotoxicity % = recorded beside MT stabilize HCS, whose call it bears; toxicity, %; measured here: cytotoxicity by cell density;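 0% = mean cell density of plate MIN control wells and 100% = no cells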
# Autophagy mod cell loss 18 h = second read-out of Autophagy mod, no call of its own (marks repeat the call); toxicity, %; measured here: cell loss, nuclei count;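 cell loss after 18 h compound exposure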
# * marks the source's active call; other numbers are inactive results; i = inactive; / = not tested or not shown.
SMILES,XIAP displacement,WT yeast gro inh,WT yeast gro inh mutant strain,Lipid droplet,Lipid droplet cells 6.5 µM,Dynein cargo inh,Dynein cargo inh cytoplasmic EGFP,Dynein cargo inh nuclear GR-EGFP,Dynein cargo inh cell count,b-catenin transl,b-catenin transl cell count 5 µM,MT stabilize HCS,MT stabilize HCS Hoechst-high %,MT stabilize HCS cytotoxicity %,ER stress rescue,Insulin prom up,Insulin prom up cell count,Autophagy mod,Autophagy mod cell loss 18 h
CCC(C)NC(=O)CC(c1ccccc1)c1cc(C)ccc1O (stereo not drawn),-1.8%,4,9,-17,718,0.17,-0.24,0.38,0.85,0.0,1520,3.9,3.3,5.0,0.2%,0.15,1434,i,1
O=C1CC2(CCCCC2)Oc2ccc(O)cc21,-9.3%,3,0,/,/,0.41,-0.29,0.97,0.66,-4.5,974,5.2,2.7,9.1,-0.2%,-0.93,1414,i,10
CC1CCCC(C)N1C(=O)Cn1cnc2cc([N+](=O)[O-])ccc2c1=O (stereo not drawn),-7.1%,-2,10,11,709,-0.84,-0.28,-0.066,0.16,-1.0,1109,0.1,2.9,7.8,-8.3%,-0.27,1275,i,-5
Cc1ccn2cc(CC(=O)O)nc2c1,-12%,4,3,9,722,-0.8,-0.21,-0.27,0.41,-0.6,993,3.0,1.2,7.9,0.6%,0,1363,i,-2
Cn1c(-c2ccc(F)cc2)cnc1SCC(=O)N1CCCCC1,-3.5%,0,1,/,/,0.043,-0.2,0.21,0.038,0.1,1159,6.4,3.2,5.5,-0.6%,0.73,995,i,-8
CN(C(=O)CSc1nnc(N)s1)c1c(N)n(Cc2ccccc2)c(=O)[nH]c1=O,-1.5%,-2,-16,4,761,0.79,-0.15,1.3,-0.31,-0.7,1014,2.9,1.4,6.8,-2.2%,/,/,i,-10
O=C(/C=C/c1ccc2c(c1)OCCO2)c1ccccc1,/,/,/,-18,790,-1.7,-0.12,-0.74,-0.35,0.3,1305,/,/,/,/,0.5,1051,/,/
CCC(C)(C)NC(=O)C(c1ccc(C)cc1)N(Cc1ccco1)C(=O)CCC(=O)Nc1nccs1 (stereo not drawn),-5.1%,5,1,9,763,-0.093,-0.21,0.6,0.86,/,/,1.5,1.5,3.6,-0.3%,0.81,886,i,1
CCOc1ccccc1-n1nnnc1SCC(=O)Nc1cc2oc3ccccc3c2cc1OC,-2.5%,-10,-3,-8,633,1.4,0.96,1.4,-0.28,/,/,9.9,14,14,/,-0.87,1207,i,-1
COc1ccc(C2C(C#N)=C(N)Oc3c2oc(CO)cc3=O)cc1 (stereo not drawn),-9.3%,-12,-1,11,721,0.47,-0.26,0.67,-0.36,-3.3,1119,5.9,2.6,4.9,0.1%,1,1143,i,1
N/C(=N\OC(=O)/C=C/c1ccccc1)c1cccnc1,-0.8%,-15,12,-2,694,1.3,0.042,0.95,-1.6,-0.2,1514,3.9,3.6,6.9,-2.6%,-1.6,1426,i,-1
Cc1cccc(C)c1NC(=O)CCCN1CC(C)OC(C)C1 (stereo not drawn),-5.8%,-5,2,/,/,-0.57,-0.025,0.037,0.19,/,/,2.4,1.6,6.0,-1.5%,1.3,877,i,-2
CCC(=O)NCc1cc(-c2nn(C)c(=O)c3ccccc23)ccc1OC,-9.7%,11,-2,-4,550,0.87,0.73,0.51,-0.44,-0.4,1521,3.2,2.0,1.7,1.0%,-0.13,1079,i,-9
Cc1ccc(NC(=S)N/N=C/c2cccn2Cc2ccccc2F)cc1,/,/,/,0,716,1.8,0.054,2.3,-2.4,-0.7,1437,/,/,/,/,0.26,772,/,/
COC(=O)c1ccc(COc2ccc(/C=N/O)cc2OC)o1,3.1%,-13,13,4,786,0.15,-0.26,0.26,0.23,0.8,1518,3.1,2.7,7.9,2.4%,2.9,1661,i,2
COc1ccccc1C(=O)NNC(=O)c1ccc(Cl)cc1,-4.3%,1,-4,-57,729,1.6,0.56,0.63,-0.49,0.0,1010,1.6,1.5,8.1,-1.5%,-0.39,1409,i,2
O=C(COC(=O)C1CCCN1C(=O)c1cccs1)c1ccccc1 (stereo not drawn),-3.1%,-5,2,/,/,3.2,-0.13,1.8,-1.9,0.2,707,1.3,2.2,13,0.9%,0.41,1118,i,11
COc1cccc(C(=O)CC(C(=O)O)c2ccc(F)cc2)c1 (stereo not drawn),-10%,-3,1,12,675,-0.81,-0.28,-0.37,0.8,1.5,1058,3.6,2.9,5.4,-2.1%,0.29,1202,i,2
Cc1cc(C)cc(OCC(=O)Nc2cccc(-c3nnc(-c4ccco4)o3)c2)c1,-6.2%,17,1,23,696,2.6,0.064,1.3,-1.8,0.4,1020,1.9,1.6,5.9,-2.6%,0.11,1834,i,1
Cc1nn(C)c(Cl)c1C(=O)NCC(=O)O,-4.8%,-8,2,12,728,-0.25,-0.36,-0.26,1.4,/,/,4.7,2.8,8.7,1.0%,/,/,i,38
O=c1cc(-c2ccccc2)nc2nc(SCc3ccccc3)[nH]n12,-3.3%,-1,-10,0,803,0.65,-0.39,0.64,-0.69,-6.0,1217,14,2.2,6.6,0.2%,-1.3,1335,i,7
COCCCn1c(SCC(=O)OC2CCCCC2)nnc1-c1cccs1,0.0%,-6,-7,/,/,-0.14,-0.2,-0.27,0.55,-2.1,909,1.0,1.4,11,0.7%,0.34,1189,i,0
CCOc1cccc(/C(O)=C2/C(=O)C(=O)N(CCOC)C2c2ccncc2)c1 (stereo not drawn),-4.6%,5,-15,/,/,-0.64,-0.24,-0.018,0.93,3.6,1396,2.2,1.8,7.7,-1.8%,0.54,1492,i,10
Cc1ccccc1C(CC(=O)c1cccs1)C(C#N)C#N (stereo not drawn),-6.6%,-50,-29,-3,586,-3.5,0.085,-1.2,-0.27,0.2,1100,7.1,1.7,2.7,2.3%,1.8,1268,i,15
CCOc1ccccc1N1CCN(S(=O)(=O)c2ccc(Cl)s2)CC1,-7.6%,17,-1,-3,744,-0.037,-0.19,0.29,0.058,/,/,2.5,2.1,7.7,-2.9%,-0.24,1290,i,3
COc1ccc(CCC(=O)OC(C)C(=O)c2ccc(C)cc2)cc1 (stereo not drawn),-5.5%,36,10,4,689,0.2,0.4,-0.18,-0.41,-1.4,980,2.5,1.8,3.2,6.2%,0.11,1330,i,-12
CCC(C)NS(=O)(=O)c1ccc(NS(=O)(=O)c2ccccc2[N+](=O)[O-])cc1 (stereo not drawn),-9.6%,4,2,21,587,-0.097,-0.28,0.054,0.77,1.6,948,2.7,2.4,8.2,-0.3%,/,/,i,-30
CC1CCN(C(=O)COC(=O)c2n[nH]c3ccccc23)CC1,0.4%,27,13,/,/,-0.39,-0.23,0.15,0.22,-4.2,950,2.6,1.9,5.9,-3.2%,0.48,1277,i,-2
O=C1c2cccc(OCc3ccc(F)cc3)c2CCN1Cc1ccc(F)cc1,-3.6%,41,-4,-10,643,-0.88,-0.27,-0.65,0.93,1.1,1164,2.3,1.1,4.6,-1.9%,-0.57,1252,i,11
COc1ccc(/C=C(\NC(=O)c2ccccc2)C(=O)NNC(=O)CCN2CCOCC2)cc1,-3.0%,-13,-7,1,747,-0.065,-0.2,0.22,-0.25,-1.1,991,2.3,2.5,8.5,0.1%,-2.3,1427,i,-10
Cc1ccc2c(CC(=O)Nc3nc(C)cs3)coc2c1,-0.7%,31,32,/,/,-0.39,-0.24,-0.57,0.23,-2.8,1069,3.5,2.8,8.8,-2.3%,0.52,1289,i,4
COc1cc(/C=N/NC(=O)CNC(=O)c2ccccc2)ccc1OC(=O)c1cccs1,-3.4%,2,-7,/,/,0.29,-0.19,0.68,0.4,-0.1,1350,1.7,1.9,11,1.5%,0.32,1513,i,5
Cc1ccc(C(=O)O)cc1NC(=S)NC(=O)c1ccc(-c2ccc(Cl)cc2)o1,/,/,/,-6,717,0.036,-0.24,0.46,0.26,-1.2,1356,/,/,/,/,0.22,1037,/,/
Cc1ccc2c(c1)[nH]c1c(=O)n(Cc3ccco3)cnc12,/,/,/,-8,745,0.28,-0.19,0.63,0.03,-0.3,1286,/,/,/,/,0.71,1097,/,/
